Screens: PubChem BioAssay, National Center for Advancing Translational Sciences (NCATS)
N370S GC mod: inhibitors or activators of N370S glucocerebrosidase for Gaucher disease; P04062; AID 2101; 0.092% of 330,000 active; N370S GC spleen homogenate, 4MU-glucoside fluorescence; Potency, µM (top dose mostly 59.4 µM), inactives show at the highest dose activity change, negative = inhibition, usual class: inhibitors;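 also: 0% = full enzyme activity and -100% = no enzyme basal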
FEN1 inhibitor: human FEN1 inhibition; 0.35% of 390,000 active; Recombinant FEN1 flap cleavage, fluorescence, 15 min; P39748; Potency, µM (titrated, usually from 114 µM), inactives show top-dose activity change, negative = inhibition, hits mostly inhibitors; also: nearly all actives have a fitted effect of over 65% in size
Target sequence (P39748 whole entry, looked up): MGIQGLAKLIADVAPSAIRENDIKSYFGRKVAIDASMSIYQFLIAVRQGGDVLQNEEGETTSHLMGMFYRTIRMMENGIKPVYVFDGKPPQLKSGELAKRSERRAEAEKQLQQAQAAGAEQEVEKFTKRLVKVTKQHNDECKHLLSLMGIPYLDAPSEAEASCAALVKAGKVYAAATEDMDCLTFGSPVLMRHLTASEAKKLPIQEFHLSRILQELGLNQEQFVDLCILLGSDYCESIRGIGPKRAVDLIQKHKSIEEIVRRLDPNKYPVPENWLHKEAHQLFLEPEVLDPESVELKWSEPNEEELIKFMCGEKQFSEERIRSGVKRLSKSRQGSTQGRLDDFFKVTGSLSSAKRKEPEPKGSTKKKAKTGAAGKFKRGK
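Potency values derive from four-parameter Hill fits of normalized qHTS data. The reaction used 10 nM FEN1 preincubated 15 min at room temperature with compound, then 50 nM DNA substrate, read at 0 and 15 min.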
TDP1 inh: blocks human tyrosyl-DNA phosphodiesterase 1 | Q9NUW8 | 0.28% of 350,000 active | Potency, µM (doses to about 130 µM), for inactives: at the top dose activity change, negative = inhibition, actives largely listed as inhibitors | recombinant TDP1, AlphaScreen DNA substrate cleavage | AID 485290; also: nearly all actives have a fitted effect of over 40% in size
Target sequence (Q9NUW8 whole entry, looked up): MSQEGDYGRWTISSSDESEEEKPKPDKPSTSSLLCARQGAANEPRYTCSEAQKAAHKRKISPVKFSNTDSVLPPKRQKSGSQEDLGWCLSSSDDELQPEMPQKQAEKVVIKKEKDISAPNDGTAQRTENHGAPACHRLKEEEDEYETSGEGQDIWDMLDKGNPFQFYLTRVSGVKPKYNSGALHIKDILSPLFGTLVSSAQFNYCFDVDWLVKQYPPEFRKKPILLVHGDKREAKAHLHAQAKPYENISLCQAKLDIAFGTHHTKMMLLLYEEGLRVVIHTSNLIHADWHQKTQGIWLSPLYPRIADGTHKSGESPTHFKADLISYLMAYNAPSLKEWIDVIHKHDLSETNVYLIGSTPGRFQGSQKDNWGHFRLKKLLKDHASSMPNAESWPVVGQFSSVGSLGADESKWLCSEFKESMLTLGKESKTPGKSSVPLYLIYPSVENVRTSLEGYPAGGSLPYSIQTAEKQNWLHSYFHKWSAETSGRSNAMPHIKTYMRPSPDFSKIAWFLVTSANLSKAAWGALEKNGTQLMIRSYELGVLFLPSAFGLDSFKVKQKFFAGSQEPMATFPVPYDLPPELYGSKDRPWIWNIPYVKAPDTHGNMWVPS
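Here, a 5' biotin and 3' phosphotyrosine-FITC DNA oligonucleotide reports Tdp1 activity: intact substrate bridges AlphaScreen beads, while cleavage leaves a 3' phosphate and drops signal. All incubations at room temperature.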
The depositor's hits bear a star; ? = inconclusive; / = not tested or not shown; & = joins results of further samples; [ ] = dose if it differs, or a comment. Calls follow the shape of the dose curve; as a rule, active = well fitted curve in the direction sought with a large enough effect; inconclusive = small, poorly fitted or top-dose-only effect, or another doubt; inactive = no such curve, though single readings can be large; an effect the other way counts as inactive or inconclusive. Unless noted, % is scaled to controls: 0 for no effect and ±100 for the full control effect; potency is read from the fitted curve at half-maximal effect. Outcome played no part in choosing rows; overall some 0.53% were active at least once.

smiles | N370S GC mod | FEN1 inhibitor | TDP1 inh
Cc1ccc(NC(=O)C2CC(=O)N(C(C)C)C2)cc1Cl (stereo not drawn) | 15% | 19% | 7%
Nc1nc(NC(=O)CCCC(=O)O)nn1-c1ccccc1 | -1% | 3% | 0%
COc1ccccc1-c1nc(C#N)c(N2CCC(Cc3ccccc3)CC2)o1 | ? | -13% | 8%
Cc1ccccc1OCC(=O)NNC(=O)c1cc(S(=O)(=O)N(C)C)ccc1N1CCCC1 | 0% | -2% | 2%
CN(CC(=O)Nc1cccnc1Cl)S(=O)(=O)c1ccc(Cl)cc1 | -4% | -6% | 1%
COc1cc(OC)cc(/C(N)=N/O)c1 | -2% | 2% | 0%
CCOc1ccc(NC(=O)Cn2c(=O)oc3ccccc32)cc1 | 30% | -1% | -7%
Cc1ccc(C)c(NC(=O)CN(C)C(=O)CN2C(=O)C3CCCCC3C2=O)c1 (stereo not drawn) | -8% | 0% | /
CC12CCC(C(=O)NNc3ccccc3)(OC1=O)C2(C)C (stereo not drawn) | -15% | 1% | 2%
Cc1cc(C)cc(NC(=S)NCCc2ccc(S(N)(=O)=O)cc2)c1 | -5% | -4% | 3%
COc1ccc(NC(=O)CSc2nc3ccccc3c(=O)n2CCNC(C)=O)c(OC)c1 | 7% | 0% | 7%
CCC(NC(=O)C1CCC1)c1ccc(C)cc1 (stereo not drawn) | 7% | 5% | -2%
CCOC(=O)c1c(C)[nH]c(N=Nc2ccc(OC)cc2)c1C | -6% | -7% | 10%
Cc1cccc(C)c1N1CCN(CCn2c(=S)[nH]c3ccccc3c2=O)CC1 | -16% | 2% | /
CC1=C(C(=O)NC2CC(C)(C)Cc3c2cnn3-c2cccc(F)c2)OCCO1 (stereo not drawn) | -4% | -14% | 4%
COc1cccc(OC)c1C(=O)Nc1nc2cc3c(cc2s1)OCO3 | -2% | 3% | /
COCCN1C(=O)c2oc3ccc(C)cc3c(=O)c2C12C(=O)N(C)c1ccccc12 (stereo not drawn) | / | ? | 0%
CC(C)n1cnnc1SCC(=O)NC(=O)c1ccccc1 | -3% | 15% | /
CC(=O)Nc1ccc(S(=O)(=O)NCc2ccc3[nH]c(C)cc3c2)cc1 | ? | -4% | 7%
COc1ccc(-c2csc(N3C(=O)C4C5c6ccccc6C(c6ccccc65)C4C3=O)n2)cc1 (stereo not drawn) | 0% | 5% | 0%

A section taken from the entries so far, as a working copy:
smiles | N370S GC mod | FEN1 inhibitor | TDP1 inh
Cc1cccc(C)c1N1CCN(CCn2c(=S)[nH]c3ccccc3c2=O)CC1 | -16% | 2% | /
CC1=C(C(=O)NC2CC(C)(C)Cc3c2cnn3-c2cccc(F)c2)OCCO1 (stereo not drawn) | -4% | -14% | 4%
COc1cccc(OC)c1C(=O)Nc1nc2cc3c(cc2s1)OCO3 | -2% | 3% | /
COCCN1C(=O)c2oc3ccc(C)cc3c(=O)c2C12C(=O)N(C)c1ccccc12 (stereo not drawn) | / | ? | 0%
CC(C)n1cnnc1SCC(=O)NC(=O)c1ccccc1 | -3% | 15% | /
CC(=O)Nc1ccc(S(=O)(=O)NCc2ccc3[nH]c(C)cc3c2)cc1 | ? | -4% | 7%
COc1ccc(-c2csc(N3C(=O)C4C5c6ccccc6C(c6ccccc65)C4C3=O)n2)cc1 (stereo not drawn) | 0% | 5% | 0%

Next entries
smiles | N370S GC mod | FEN1 inhibitor | TDP1 inh
Cc1cccc(-n2ncc3c(NCc4cccnc4)ncnc32)c1 | 3% | -18% | /
Cc1ccc(NC(=O)COC(=O)C2CC(=O)N(Cc3ccccc3)C2)cc1F (stereo not drawn) | 2% | -4% | -3%
COc1ccc(S(=O)(=O)N2CCN(CC(O)COc3ccc(C#N)cc3)CC2)cc1OC (stereo not drawn) | -5% | -4% | /
Cc1ccc(C(=O)c2sc(Nc3ccccc3)c(C#N)c2N)cc1 | -9% | -9% | 7%
COc1ccc(CNCCC(c2ccccc2)c2ccc3c(c2)OCO3)cc1 (stereo not drawn) | ? | -3%&-4% | 10%
COc1ccc(C(=O)COC(=O)Cn2c(C)csc2=O)c(OC)c1 | 2% | 2% | /
CC(=C\c1ccccc1)/C=C1/SC(=O)N(CCCC(=O)Nc2ccc(C(=O)O)cc2)C1=O | -5% | 0% | 1%
COc1ccc(CC(=O)NNC(=O)c2ccoc2C)cc1OC | -5% | -2% | 0%
C[C@H](CO)N1C[C@H](C)[C@@H](CN(C)S(C)(=O)=O)Oc2ccc(NC(=O)NC3CCCCC3)cc2C1=O | / | -4% | -3%
Cc1ccc(CCNC(=O)C2CC(c3ccccc3[N+](=O)[O-])=NO2)cc1 (stereo not drawn) | 14% | 6% | -2%
COc1ccc(C#CC2C=CC(Oc3cc(C)cc(C)c3)C(CO)O2)cc1 (stereo not drawn) | -2%[12.8 µM] | / | 5%[21 µM]
Cc1ccc(CSCC(=O)N2CCN(c3ccc(F)cc3)CC2)cc1 | 10% | -21%&-4% | 8%&-1%
COCCN(C(=S)Nc1cccc(OC)c1)C1CCN(C(C)C)CC1 | -13% | -2% | 1%
COc1ccc(S(=O)(=O)N2CCOCC2)cc1NC(=O)CSc1nnc(C2CC2)n1C | / | 20% | -1%
COc1ccc(N=CC2=C(O)CC(c3ccccc3)CC2=O)c(OC)c1 (stereo not drawn) | 4% | ? | 0%
O=C(CSc1ccccc1F)NNC(=O)c1cncc(Br)c1 | / | -6% | 0%
CC(=O)N1C(O)CC(C)N1c1ccccc1 (stereo not drawn) | 15% | 10% | 0%
CCN(C(=S)Nc1cccnc1)c1ccccc1 | 5% | 6% | -5%
CCN1CCN(Cc2c(O)ccc3c2O/C(=C\C=C\c2ccccc2OC)C3=O)CC1 | -26% | ? | 4%
COCCn1c(SCC(=O)c2cccc(OC)c2)nnc1-c1ccco1 | 1% | 1% | 6%
COc1cc(OC)cc(C(=O)N2CCN(C3CCCCC3)CC2)c1 | 3% | -11% | /
CC(C)(C)c1ccc(Oc2nc3ccccn3c(=O)c2/C=C(\C#N)c2nc3ccccc3[nH]2)cc1 | / | 4% | 1%
CCOC(=O)C1CCCN(C(=O)CCNS(=O)(=O)c2ccc3c(c2)CCC(=O)N3)C1 (stereo not drawn) | -10% | -6% | 1%
CCCCCCOC(=O)CCc1c(C)nc(N)[nH]c1=O | -5% | -1% | -3%
CCOc1ncccc1C(=O)OCC(=O)Nc1cc(S(=O)(=O)N2CCOCC2)ccc1Cl | -13% | -8% | 5%
COc1ccc(CCOC(=O)c2ccc(N)c([N+](=O)[O-])c2)cc1 | -7% | -24% | 6%
COc1ccc(N2CCN(C(=O)c3ccc(C)c(Cl)c3)CC2)cc1 | 2% | -7% | 7%
Nc1ccc(-c2nc3ncccc3o2)c(O)c1 | -16% | -28% | /
O=C(N/N=C\c1ccc(COc2ccc([N+](=O)[O-])cc2)o1)c1ccc(Cl)cc1 | 2% | -10% | 2%
COc1ccccc1NC(=O)Cn1nc(-c2ccncc2)nc1SCC(=O)NC1CCCC1 | 17% | -4% | -8%
CC(Sc1nnc(-c2ccccc2Br)n1-c1cccc(C(F)(F)F)c1)C(N)=O (stereo not drawn) | 2% | 5% | -3%
O=S(=O)(c1ccccc1)N(CC1CO1)c1ccccc1 (stereo not drawn) | 18% | -3% | 1%
CCc1ccc(-c2nc(SCC(=O)NCC3CCCO3)c(-c3ccc(F)cc3)[nH]2)cc1 (stereo not drawn) | / | -4% | 8%
Cc1oc(-c2ccc(Cl)cc2)nc1CN1CCCC(C(=O)NCc2ccco2)C1 (stereo not drawn) | -16% | 6% | 4%
COc1ccc(S(=O)(=O)N2CCOCC2)cc1C(=O)N1CCCC1 | 2% | -6% | 0%
CCC(C)N(C(=O)Cn1cnc2c1c(=O)n(C)c(=O)n2C)C1CCS(=O)(=O)C1 (stereo not drawn) | -17% | 2% | -3%
O=[N+]([O-])c1ccc(N2CCCCC2)c(Cl)c1N1CCCCC1 | 6% | 4% | 6%
Cc1cc(SCc2cc(=O)n3ccsc3n2)nc2ccccc12 | 10% | -8% | 2%
Cc1ccc(CN(C(=O)c2ccc(OCC(C)C)cc2)c2ccccn2)o1 | / | 1% | 6%
CCOC(=O)C1CCN(C(=O)c2oc3ccc(S(=O)(=O)N4CC(C)CC(C)C4)cc3c2C)CC1 (stereo not drawn) | -1% | -1% | 0%

Next section
| SMILES | N370S GC mod | FEN1 inhibitor | TDP1 inh |
| --- | --- | --- | --- |
| COc1ccc(NC(=O)N2CCN(S(C)(=O)=O)CC2)c(OC)c1 | 2% | 8% | 5% |
| CC(=O)OCC(COC(C)=O)OC(C)=O | -1%&-13%&1% | 19% | -2% |
| c1ccc(COc2ccc(OCCN3CCCCC3)cc2)cc1 | 0% | -4% | -3% |
| Nc1ccc(-c2nc3ccc(C(=O)O)cc3s2)cc1 | ? | 0% | 79µM* |
| COc1ccc(/C=N/NC(=O)c2nc(Cl)c(Cl)c(N)c2Cl)cc1COc1ccc(F)cc1F | 19% | 9% | 1% |
| Cc1ccc(S(=O)(=O)CCC(=O)NCc2ccccc2)cc1 | -23% | -6% | 2% |
| COc1ccc(NC(=O)CN(Cc2ccccc2)S(C)(=O)=O)cc1 | 3% | -17% | 1% |
| CC(=O)N1c2ccc(S(=O)(=O)NCC3CCC(C(=O)NCc4ccc(C)cc4)CC3)cc2CC1C (stereo not drawn) | -6% | 15% | 3% |
| N/C(=N\c1nc(CSc2ccccn2)cc(=O)[nH]1)Nc1ccc(Cl)cc1Cl | -10% | -19% | -2% |
| COCc1cc(C)nc(OCC(=O)N/N=C/c2ccc(O)cc2O)c1C#N | -9% | 9% | 8% |
| CCOC(=O)C1CCN(C(=O)c2ccc3nc(-c4ccc(OC)cc4)c(-c4ccc(OC)cc4)nc3c2)CC1 | ? | -14% | 0% |
| COc1ccc(NS(=O)(=O)c2cc(NC(=O)CCNC(C)=O)ccc2N2CCOCC2)cc1 | -1% | 1% | 1% |
| COc1ccc(-n2nc([N+](=O)[O-])c(=NCCCN3CCCC3=O)n2O)cc1 | -4% | 17% | 3% |
| Cc1ccc(CN2CC(C(=O)N3CCN(c4ccccc4O)CC3)CC2=O)cc1 (stereo not drawn) | -2% | 0% | -1%[0.505 µM] |
| Cc1cnc(NC(=O)CSc2nnc(C)s2)s1 | 5% | 9% | 4% |
| CCOC(=O)NC(=O)COC(=O)Cc1cc(OC)c(OC)c(OC)c1 | 1% | 7% | -8% |
| Fc1ccc(C2CCCN2Cc2nc(Cc3ccccc3F)no2)cc1 (stereo not drawn) | 12% | -23% | -4% |
| Cc1ccc(C(=O)COc2ccc3c(C)cc(=O)oc3c2)cc1 | 5% | -13% | / |
| O=C(Nc1nc2ccccc2[nH]1)c1cccc(F)c1 | -9% | 0% | 0% |
| Cc1ccc(N2CC(C(=O)Nc3cc(Cl)ccc3-n3cncn3)CC2=O)cc1 (stereo not drawn) | 25% | -3% | / |
| CN(/C(=N/S(=O)(=O)c1ccccc1)c1ccccc1)S(=O)(=O)c1ccccc1 | 9% | 0% | -2% |
| Cc1ccc(-c2noc(CSc3nnc(Cc4ccccc4)n3-c3ccc(Cl)cc3)n2)cc1 | 7% | -21% | 8% |
| COc1ccc(-n2c(SCc3ccc([N+](=O)[O-])cc3)nnc2-c2ccc(C)cc2)cc1 | ? | -16% | -3% |
| N#CC1=C(N)OC2=C(C(=O)CC(c3ccccc3)C2)C1c1ccoc1 (stereo not drawn) | -2% | 6% | -11% |
| C=CCn1c(-c2cc(OC)cc(OC)c2)n[nH]c1=S | 4%[2.35 µM] | 0% | 4% |
| C/C=C/C(=O)N[C@@H]1c2ccccc2CC[C@@H]1OCc1ccccc1 | / | -2% | -4%[56.1 µM] |
| CCC(C)N1CCCC1C(=O)Nc1c(C)cc(C)cc1C (stereo not drawn) | -3% | 10% | 5% |
| CSCCC(NC(=O)c1ccccc1Br)C(=O)NNC(=O)c1ccco1 (stereo not drawn) | / | 21% | -5% |
| CCCCCCN1CC(=O)N2Cc3[nH]c4ccccc4c3C[C@H]2C1=O | -3% | 4% | / |
| O=C1c2ccccc2NC(c2cc(Br)c3c(c2)OCO3)N1Cc1ccco1 (stereo not drawn) | / | 0% | 5% |
| Cc1cccc(NC(=O)c2ccc(CN3CCc4ccccc4C3)cc2)c1C | 4% | -5% | -10% |
| Cc1ccc(-n2ncc3c2CC(C)(C)CC3NC(=O)CCN2CCCCC2=O)cc1 (stereo not drawn) | 2% | 0% | 0% |
| COc1ccc(C2C(C(=O)Nc3ccc(F)cc3)=C(C)Nc3nc(CCCO)nn32)cc1 (stereo not drawn) | -4% | -13% | 0% |
| COC(=O)c1ccc(NC(=S)NC2CC(C)(C)NC(C)(C)C2)cc1 | 10% | -4% | 5% |
| COc1ccc(CN(C2CC2)S(=O)(=O)c2ccccc2Br)cc1 | / | -17% | -9%[56.1 µM] |
| CCCCOC(=O)c1ccc(NC(C)=O)cc1 | 9% | 0% | -1% |
| CCCCC(NC(=O)Cc1c(C)c2cc3c4c(oc3c(C)c2oc1=O)CCCC4)C(=O)O (stereo not drawn) | -8% | 4% | / |
